SIAE primary = human SIAE inhibitors, primary screen, biochemical, fluorescence polarization, FP-Rh probe, 1536-well HTS; AID 1053197, 2014; inhibition, % at 9.66 µM; SIAE FP-Rh probe binding; 0.69% of 370,000 active;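 active means inhibition above a cutoff: mean of compounds within the control limits plus 3 SD of those, cut at about 17% in these data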;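 further: 0% = plate median of compound wells and 100% = probe without SIAE protein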
KLK7 zymogen act = proKLK7 zymogen activators, primary screen, biochemical, fluorescence intensity; activation, % at 7 µM; purified proKLK7, EDANS-DABCYL substrate fluorescence; 100% is mature enzyme control, 0% vehicle; 0.9% of 370,000 active;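 active means activation above the mean of all tested compounds plus 3 SD, computed per campaign excluding outliers beyond control limits, cut at about 13% in these data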
Target sequence (P49862 whole entry, looked up): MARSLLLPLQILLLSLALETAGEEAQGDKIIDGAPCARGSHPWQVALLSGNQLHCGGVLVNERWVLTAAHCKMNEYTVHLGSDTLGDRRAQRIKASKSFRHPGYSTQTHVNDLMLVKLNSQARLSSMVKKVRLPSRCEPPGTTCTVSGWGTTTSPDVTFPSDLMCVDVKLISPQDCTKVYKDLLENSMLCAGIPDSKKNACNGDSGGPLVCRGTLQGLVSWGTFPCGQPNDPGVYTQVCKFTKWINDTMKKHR
UHRF1 binding = UHRF1 methylated DNA binding inhibitors, primary screen, counter-screen for MBD2 inhibitor project, biochemical, TR-FRET, human UHRF1, single concentration | E3 ubiquitin-protein ligase UHRF1 (Homo sapiens), Q96T88 | 0.75% of 370,000 active | inhibition, % at 4.4 µM | UHRF1 binding to methylated oligo; in the data active means inhibition above about 21%;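 further: UHRF1 SRA domain binding a hemimethylated CpG hairpin DNA probe; 0% = median of test compound wells and 100% = reference inhibitor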
MBD2 DNA inh = inhibitors of MBD2 binding to methylated DNA, primary screen, biochemical, TR-FRET, DNA-binding domain, human | AID 686964, 2013 | 0.31% of 370,000 active | inhibition, % at 4.4 µM | MBD2 binding to methylated oligonucleotide | Methyl-CpG-binding domain protein 2 (Homo sapiens), Q9UBB5; in the data active means inhibition above about 13%
Target sequence (Q9UBB5 whole entry, looked up, the tested form may be a part): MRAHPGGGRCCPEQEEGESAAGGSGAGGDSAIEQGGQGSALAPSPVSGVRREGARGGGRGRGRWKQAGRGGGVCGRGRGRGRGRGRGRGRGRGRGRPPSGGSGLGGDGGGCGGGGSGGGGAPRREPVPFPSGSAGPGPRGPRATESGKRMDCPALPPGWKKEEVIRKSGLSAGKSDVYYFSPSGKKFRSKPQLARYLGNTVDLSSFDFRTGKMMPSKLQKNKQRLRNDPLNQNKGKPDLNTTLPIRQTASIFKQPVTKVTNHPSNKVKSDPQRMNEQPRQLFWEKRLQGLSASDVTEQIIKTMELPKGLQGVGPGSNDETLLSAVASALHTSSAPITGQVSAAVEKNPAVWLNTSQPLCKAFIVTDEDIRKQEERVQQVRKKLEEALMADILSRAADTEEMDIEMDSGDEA
Tn7 DDE FP = inhibitors of Tn7 peptide binding to fibrin DD(E), primary screen, biochemical, fluorescence polarization, human fibrin, Tn7 probe | 0.13% of 370,000 active | AID 720508, 2013 | FP displacement of FITC-Tn7 peptide from fibrin DD(E); 0% = median of compound wells per plate | inhibition, % at 8.3 µM;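 active means inhibition above the mean of compounds falling within the control limits plus 3 SD of them, cut at about 14% in these data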;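 further: 0% = plate median of compound wells and 100% = 10 µM Aha-Tn7 peptide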
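Assay system: human fibrin DD(E). Input: DD(E) 2 µM final. Medium: Tris buffer with calcium and detergent, pH 7.8. Compound dosing: single point at 8.3 µM. Timing: 10 min plus 3 h, room temperature. Technique: fluorescence polarization of the labelled Tn7 tracer. Read-out: percent inhibition. Replicates: singlicate testing.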
LEDGF integ inh = blockers of LEDGF/p75-dependent integrase strand transfer – biochemical, TR-FRET, high throughput, primary screen; HIV-1 integrase (with human LEDGF/p75); TR-FRET IN-LEDGF/p75 DNA integration, Eu/Cy5; inhibition, % at 3.7 µM; 0.64% of 370,000 active; AID 743269, 2014;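 active means inhibition above the screen-wide mean plus 3 SD, cut at about 13% in these data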;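 further: signal is the Cy5 over europium emission ratio at 671 and 618 nm; 0% = plate median of compound wells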
Tn6 DDE FP = inhibitors of Tn6 peptide binding to fibrin DD(E), primary screen, biochemical, fluorescence polarization, human fibrin, Tn6 probe | Fibrin DD(E) TRITC-Tn6 fluorescence polarization displacement | inhibition, % at 8.3 µM | 0.21% of 370,000 active;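 active means inhibition above a per-campaign cutoff: mean of compounds within control limits plus 3 SD, cut at about 15% in these data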;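 further: 0% = median of all compound wells on the plate and 100% = blocking peptide control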
TDP2 inh = human TDP2 enzyme inhibitors, primary screen, biochemical, epi absorbance, recombinant enzyme. T5PNP hydrolysis, p-nitrophenol absorbance 415 nm. inhibition, % at 12.8 µM. 0.34% of 370,000 active;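 active means inhibition above the mean of all tested compounds plus 3 SD, set per campaign, cut at about 25% in these data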;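 further: 0% = DMSO with enzyme and 100% = buffer with substrate but no TDP2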
Target sequence (O95551 whole entry, looked up): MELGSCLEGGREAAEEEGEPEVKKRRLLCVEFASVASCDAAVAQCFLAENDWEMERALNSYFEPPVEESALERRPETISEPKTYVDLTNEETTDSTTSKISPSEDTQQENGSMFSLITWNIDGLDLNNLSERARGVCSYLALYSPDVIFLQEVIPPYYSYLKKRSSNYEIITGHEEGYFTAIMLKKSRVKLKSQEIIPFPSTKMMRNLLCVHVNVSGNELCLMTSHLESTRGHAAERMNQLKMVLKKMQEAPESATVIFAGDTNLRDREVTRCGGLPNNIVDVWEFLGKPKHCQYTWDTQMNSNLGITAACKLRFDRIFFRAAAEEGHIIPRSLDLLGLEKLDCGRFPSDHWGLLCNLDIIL
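Incubation: 2 h at 37 °C; Test system: recombinant human TDP2; Quantity: enzyme 120 nM; Read-out basis: percent inhibition; Medium: 50 mM Tris-HCl pH 7.5 with Mg2+, KCl, DTT, BSA; Repeats: single replicate; Compound: 12.8 µM single point, 1% DMSO; Signal: epi absorbance; Reagent: 5 mM T5PNP chromogenic substrate; Benchmarks: no-enzyme high, DMSO-plus-enzyme low.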
PRMT1 FP inh = PRMT1 methyltransferase inhibitors, primary screen, biochemical, fluorescence polarization; recombinant PRMT1, activity-based probe fluorescence polarization; Protein arginine N-methyltransferase 1 (Homo sapiens), Q99873; inhibition, % at 2.79 µM; 1.3% of 370,000 active; AID 652257, 2013;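 active means inhibition above about 21% made by adding two undisclosed values, limit read from the data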
TCR CD3 inh = inhibitors of human TCR-CD3 interaction, primary screen, biochemical, fluorescence, TAMRA-labeled TCR probe; T-cell receptor (TCR); inhibition, % at 9.4 µM; 0.37% of 360,000 active; in the data active means inhibition above about 19%;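 further: recombinant mutant TCR 2C K166C tagged with TAMRA read by polarization; 0% = receptor in buffer alone and 100% = receptor with positive control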
Starred values were filed as active, the others as inactive; nt = no result given.

SMILES	SIAE primary	KLK7 zymogen act	UHRF1 binding	MBD2 DNA inh	Tn7 DDE FP	LEDGF integ inh	Tn6 DDE FP	TDP2 inh	PRMT1 FP inh	TCR CD3 inh
COc1cccc(OC)c1C(=O)N1CCN(Cc2ccccc2C)CC1	-2	-0.6	6	-2	3	2	1	-23	-1	-8
C#CCOC(=O)/C(=C/C=C/c1ccccc1)NC(=O)c1ccccc1	-1	0.3	1	4	4	-2	-2	-5	1	-12
CC1CCc2c(sc(NC(=O)COC(=O)c3ccc(NC(=O)CC#N)cc3)c2C#N)C1 (configuration not stated)	-25	-1.0	-2	4	-6	4	-6	-22	5	-4
CN(C)C(=O)CCc1ccc2c3c([nH]c2c1)[C@]1(CCC2CCCC2)[C@@H](C(=O)N2CCOCC2)C[C@H](CC(=O)NCCC2=CCCCC2)C(=O)N1CC3	-2	0.8	-1	4	-8	3	-2	-2	2	-9
O=C(Nc1ccc(Cl)c(Cl)c1)OCc1cnc(Cl)s1	-11	-0.3	0	-1	3	-2	4	6	-1	-3
CC(Sc1nnc(-c2cccs2)n1N)C(=O)NCC1CCCO1 (configuration not stated)	0	-0.2	0	-2	8	0	6	17	-4	3
CCN=C1S/C(=C/c2ccc(-c3ccc(F)cc3)o2)C(=O)N1CC	-1	0.1	4	2	5	-1	6	7	1	1
O=C(O)C1CCCCC1C(=O)NCc1ccc2c(c1)OCO2 (configuration not stated)	5	-0.1	2	2	-3	4	-3	-2	1	6
COc1ccc(NC(=O)C(C)(C)Oc2ccc(Cl)cc2)cn1	4	-0.1	-2	-2	0	1	-4	12	1	-1
COc1cc2c(cc1OC)/C(=C/C(C)=O)OC2	-4	0.8	4	2	4	-3	-3	1	1	6
CCC(CC)C(=O)c1c[nH]c(C(=O)NCCCn2ccnc2)c1	-9	0.0	2	2	-10	1	-7	-10	0	4
COc1ccc(-c2nsc(SCC(=O)NCc3ccc4c(c3)OCO4)n2)cc1	2	0.5	0	-4	0	1	2	0	0	6
O=C(CSc1nnc(Cc2csc(Nc3cccc(Cl)c3)n2)o1)N1CCc2ccccc21	-17	0.3	-3	-3	1	-2	-5	2	2	-5
Cc1cc(OCC(=O)Nc2c(C(C)C)cccc2C(C)C)no1	1	0.1	-2	-9	12	0	-5	13	-1	9
CN(C(=O)c1ccc(NC(=O)Cc2cccc(NC(=O)C3CCCN(C(=O)C4CCCC4)C3)c2)cc1)C1CC1 (configuration not stated)	-11	0.8	0	-1	-6	4	3	1	0	4
CCCN(C(=O)CCl)C1=CCCCC1	6	-0.1	1	0	-2	6	-8	9	-3	-3
CCOc1ccc(CC2CCC(=O)NC2=O)cc1 (configuration not stated)	0	-0.3	1	0	-3	4	5	-7	-2	4
CCC(C(=O)O)n1nnc(-c2ccc(-c3ccc(OC)cc3)cc2)n1 (configuration not stated)	-7	-0.3	-2	3	-1	7	-5	0	0	9
C=CCC1NS(=O)(=O)OC2CCCC12 (configuration not stated)	5	1.6	-3	-7	-2	0	8	-4	2	-2
Cc1ccc2oc(C(=O)NCc3ncc(C)[nH]3)c(C)c2c1	0	0.3	-1	-3	0	2	-3	-5	1	6
COC(=O)[C@@H](NC(=O)Nc1ccc2c(c1)OCCO2)C(C)C	4	-0.1	-1	-2	1	0	5	1	-1	7
Cc1c(C(=O)NC2CCCc3ccccc32)oc2ccc(S(=O)(=O)N3CCOCC3)cc12 (configuration not stated)	7	-0.2	0	6	-4	1	-4	-4	1	-6
COc1ccc(NC(=O)COC(=O)c2c3c(nc4ccccc24)CCCC3)cc1	-10	-0.5	2	-1	-4	2	-14	0	0	-2
Cc1c(C(=O)NCc2ccccn2)sc(=O)n1Cc1ccc(-c2ccccc2)cc1	-5	-0.2	0	-3	4	-1	1	-3	2	5
CCCn1cc(S(=O)(=O)CC(=O)NC2CCCCC2)c2ccccc21	-3	0.0	3	8	-5	0	4	-16	2	2
CCOC(=O)[C@]12CCC=C1N(CCC1=CCCCC1)C(=O)[C@H](CC(=O)N1CCN(C(=O)c3ccco3)CC1)C2	-2	0.2	-1	-1	-2	-2	-1	-2	5	-4
CC1(C)Cc2ccccc2-c2nc(CN3CCOCC3)[nH]c(=O)c21	-6	0.0	0	-1	4	-2	11	-4	0	-1
CCCCNC(=O)CC(C(=O)N1CCc2ccccc21)n1ccnc1 (configuration not stated)	5	0.0	-2	6	1	3	9	5	0	-6
O=S(=O)(Nc1nc(SCc2ccc(Cl)cc2)n[nH]1)c1ccc(F)cc1	3	-0.2	-1	-1	-9	-3	7	18	0	-1
O=C(CN1C(=O)c2ccc([N+](=O)[O-])cc2C1=O)NCc1ccco1	2	-0.7	-1	4	-9	1	-1	8	6	7

Profiles from above. Screens in order: SIAE primary, KLK7 zymogen act, UHRF1 binding, MBD2 DNA inh, Tn7 DDE FP, LEDGF integ inh, Tn6 DDE FP, TDP2 inh, PRMT1 FP inh, TCR CD3 inh
Results for `Cc1c(C(=O)NCc2ccccn2)sc(=O)n1Cc1ccc(-c2ccccc2)cc1` = -5, -0.2, 0, -3, 4, -1, 1, -3, 2, 5
Results for `C=CCC1NS(=O)(=O)OC2CCCC12` (configuration not stated) = 5, 1.6, -3, -7, -2, 0, 8, -4, 2, -2
Results for `CC1(C)Cc2ccccc2-c2nc(CN3CCOCC3)[nH]c(=O)c21` = -6, 0.0, 0, -1, 4, -2, 11, -4, 0, -1

Additional records
SMILES	SIAE primary	KLK7 zymogen act	UHRF1 binding	MBD2 DNA inh	Tn7 DDE FP	LEDGF integ inh	Tn6 DDE FP	TDP2 inh	PRMT1 FP inh	TCR CD3 inh
Cc1c(-c2ccccc2)[n+](=O)c(-c2ccco2)c(C)n1[O-]	-1	-2.7	2	-10	-2	0	-1	-18	-3	-2
OC[C@@H]1CN(Cc2ccccc2)C[C@H](n2cnc3c(N4CCN(c5ccccc5)CC4)ncnc32)O1	0	0.5	-1	1	5	-2	-2	1	5	-4
CS(=O)(=O)N1CCc2cc(C(=O)Nc3ccc(Cl)cc3)ccc21	-4	-0.1	3	2	0	4	0	2	2	2
CCOCCCn1c(SCC(=O)N2CCOCC2)nc2ccccc2c1=O	-2	-0.7	4	10	1	1	-5	-6	9	-11
CCC(=O)Nc1ccc2c(c1)C(=O)N(C)[C@H]1CC[C@H](CC(=O)NCCOC)O[C@@H]1CO2	-4	0.0	3	6	-5	5	-6	6	6	nt
CC(C)CNc1c(N)n(CC(C)C)c(=O)[nH]c1=O	-6	-0.7	2	0	1	-3	7	-6	5	-6
Cc1ccc(-c2nsc(SCC(=O)NCc3ccc4c(c3)OCO4)n2)cc1	-9	-0.4	0	-3	7	0	1	-2	-5	7
CCOC(=O)C1=C(CC)Nc2ccccc2N=C1NC(=O)c1ccc(S(=O)(=O)N2CCOCC2)cc1	-6	0.6	0	-1	3	-3	-2	-7	-1	2
CCc1ccc2c(c1)C(NC(C)=O)C(=O)N2CCN1CCOCC1 (configuration not stated)	-18	0.1	-2	-9	6	15*	2	22	9	3
CS(=O)(=O)N(CC(=O)Nc1ccc(F)cc1)C1CCCCC1	4	0.1	0	3	-8	2	-5	-3	0	1
CCSc1nc2c(c(=O)[nH]1)C(c1cccs1)C(C(=O)OC)=C(C)N2 (configuration not stated)	1	0.1	1	-1	-1	0	3	0	-5	2
COc1cccc(Nc2ncnc3onc(-c4ccccc4OC)c23)c1	1	0.0	0	-1	3	1	-3	4	0	1
COc1ccc(C(C#N)N2N=C(c3ccccc3)CC2c2ccccc2)cc1OC (configuration not stated)	1	0.1	0	-2	-3	-1	-2	-8	1	1
CCOc1ccc(NC(=O)CC2Nc3ccccc3NC2=O)cc1 (configuration not stated)	3	-0.5	-1	0	2	-2	-11	15	-1	5
COc1cccc(-c2cc(C(F)(F)F)n3nc(C(=O)Nc4c(C)n(C)n(-c5ccccc5)c4=O)cc3n2)c1	-9	0.1	-3	-1	3	-2	2	-6	3	3
Cc1ccnc(NC(=O)CCNC(=O)c2ccc(Cl)cc2)c1	2	-0.2	0	-5	2	-2	1	-3	1	-5
CCOc1ccc(S(=O)(=O)NCc2ccc(OC)cc2)c2cccnc12	1	-0.4	-3	1	5	0	-2	0	-1	5
CNc1ncnc2c1ncn2[C@H]1CN(Cc2ccc(-c3ccccc3)cc2)C[C@@H](CO)O1	-5	1.4	0	1	3	0	1	8	2	2
CN1CCN(S(=O)(=O)c2cc([N+](=O)[O-])ccc2N2CCCCCC2)CC1	6	-0.5	-5	-6	-5	3	5	-1	-3	-4
Cc1cc(C)cc(NC(=O)N2CCN(Cc3ccc4c(c3)OCO4)CC2)c1	-3	0.3	0	-6	14*	-1	-2	1	-1	6
NC(=O)c1nsc(C(=O)N(c2cccc(F)c2)C(C(=O)NC2CCCC2)c2ccc(O)cc2)c1N (configuration not stated)	-2	11	-2	-2	4	-1	4	15	1	5
COc1cccc(CNC(=O)CCCn2ccc3cc(S(=O)(=O)N4CCCC4)ccc32)c1	-8	0.4	-1	-3	-2	-1	6	-18	-5	7
CC(=O)Nc1ccc(/C=C/C(=O)c2ccc3c(c2)OCCO3)cc1	-21	1.5	-4	2	4	2	5	0	-1	7
O=C(CSc1nnc2ccc(-c3ccc(F)cc3)nn12)NCC1CCCO1 (configuration not stated)	-3	2.6	-3	-2	-10	3	-1	-2	2	10
C=CCn1c(SCC(=O)c2[nH]c(C)c(C(=O)OCC)c2C)nc2scc(-c3ccccc3)c2c1=O	4	0.8	0	-4	-2	-1	-6	2	0	3
COc1ccc(Cn2ccnc2SCC(=O)Nc2cccc(NC(C)=O)c2)cc1	3	0.4	1	-1	-5	6	-1	-4	-8	2
COc1ccccc1N1CCN(/N=C(\C)c2ccccc2O)CC1	0	-0.3	-1	3	-3	-3	5	6	6	6
C=CCN1C(=O)/C(=C/c2ccc(OC(C)=O)c(OCC)c2[N+](=O)[O-])SC1=S	1	0.1	-7	-4	-4	4	0	9	10	-36
COc1ccccc1C(=O)Nc1nc2ccccc2[nH]1	4	-0.3	3	0	-4	-7	-7	-18	6	-7
Cc1cccc(NC(=O)c2cc(NC(=O)CCCC(=O)O)ccc2Cl)n1	6	0.2	-2	-4	3	1	4	-4	1	13
CCOC(=O)Cc1csc(NC(=O)CCc2ccc(S(=O)(=O)N3CCOCC3)cc2)n1	-3	-0.1	-4	3	-2	0	0	9	-3	-2

Screening data: PubChem BioAssay, The Scripps Research Institute Molecular Screening Center
